# Compound activity (PubChem BioAssay)
# Anthrax LF prot: inhibitors of Bacillus anthracis lethal factor protease; P15917; multiplex microsphere protease cleavage assay, LF; inhibition, % at 10 µM; 360,000 compounds, 0.12% hits; AID 588501; also: plate controls were buffer without enzyme for full effect and enzyme alone for no effect
# Target sequence (P15917 whole entry, looked up): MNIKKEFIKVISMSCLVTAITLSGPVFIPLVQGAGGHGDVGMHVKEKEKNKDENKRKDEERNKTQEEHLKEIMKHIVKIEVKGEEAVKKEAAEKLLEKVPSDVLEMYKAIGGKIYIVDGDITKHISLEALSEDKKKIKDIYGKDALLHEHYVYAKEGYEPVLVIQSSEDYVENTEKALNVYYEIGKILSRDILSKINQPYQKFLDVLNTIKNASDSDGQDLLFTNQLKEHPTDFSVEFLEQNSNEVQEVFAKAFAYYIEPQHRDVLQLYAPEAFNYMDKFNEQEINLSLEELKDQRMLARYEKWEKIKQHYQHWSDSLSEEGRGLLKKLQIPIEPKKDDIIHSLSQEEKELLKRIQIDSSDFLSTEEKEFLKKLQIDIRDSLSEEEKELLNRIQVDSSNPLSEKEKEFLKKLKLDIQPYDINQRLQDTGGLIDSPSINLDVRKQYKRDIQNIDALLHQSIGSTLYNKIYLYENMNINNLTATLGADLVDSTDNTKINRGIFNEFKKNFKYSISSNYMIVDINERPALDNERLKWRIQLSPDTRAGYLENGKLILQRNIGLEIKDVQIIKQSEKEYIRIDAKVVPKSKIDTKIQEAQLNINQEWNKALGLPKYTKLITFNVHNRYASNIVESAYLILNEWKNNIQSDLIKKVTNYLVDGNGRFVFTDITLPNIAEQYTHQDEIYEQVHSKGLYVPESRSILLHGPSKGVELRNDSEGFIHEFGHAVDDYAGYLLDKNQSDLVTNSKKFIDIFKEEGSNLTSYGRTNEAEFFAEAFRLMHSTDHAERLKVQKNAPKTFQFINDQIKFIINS
# SSB-PriA inh: inhibitors of Klebsiella pneumoniae PriA binding to SSB C-terminal tail; AlphaScreen SSBct-PriA binding, biotinylated peptide; inhibition, % at 33 µM; 430,000 compounds, 0.6% hits; AID 1272365; in the data active = inhibition mostly above about 37%, no sharp cut-off; inactive = mostly below about 20%;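 also: plate controls were negative control peptide for no effect and reference peptide for full effect; strong numbers were not always called active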
# Rv3671c inh: Rv3671c (M. tuberculosis) protease inhibition. P9WHR9. inhibition, % at 5.96 µM. 320,000 compounds, 0.048% hits; in the data active = inhibition above about 38%;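 also: extracellular domain of Rv3671c used as enzyme; 0% = enzyme with DMSO and 100% = no enzyme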
# VHR inh abs: blocks human VHR1 dual specificity phosphatase. P51452. recombinant VHR phosphatase, pNPP absorbance. inhibition, % at 13.3 µM. 290,000 compounds, 0.52% hits. AID 1654; in the data active = inhibition above about 50%; also: some compounds called inactive have numbers as strong as hits
# Target sequence (P51452 whole entry, looked up): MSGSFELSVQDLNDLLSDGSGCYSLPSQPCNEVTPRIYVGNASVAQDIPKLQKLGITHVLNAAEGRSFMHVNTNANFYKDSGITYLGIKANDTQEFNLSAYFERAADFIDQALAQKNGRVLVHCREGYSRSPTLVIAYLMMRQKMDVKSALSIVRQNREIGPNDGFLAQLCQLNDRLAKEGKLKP
# BoNT A protease: blocks Botulinum neurotoxin A light chain protease. multiplex microsphere protease substrate cleavage, flow cytometry. inhibition, % at 10 µM. 360,000 compounds, 0.17% hits. AID 588499; also: plate controls were buffer without enzyme for full effect and enzyme alone for no effect
# SARS 3CLpro inh: SARS-CoV 3CLpro protease inhibition; P0C6X7; AID 1706; recombinant SARS-CoV 3CLpro, quenched FRET peptide cleavage; 290,000 compounds, 0.14% hits; inhibition, % at 6 µM; in the data active = inhibition above about 12%
# CCHFV vOTU inh: CCHFV vOTU protease inhibition. Pep-AMC fluorescence. inhibition, % at 11.5 µM. 370,000 compounds, 0.55% hits. AID 651958; in the data active = inhibition above about 30%; also: 0% = vehicle wells with enzyme and 100% = no enzyme wells
# BoNT F protease: blocks Botulinum neurotoxin F light chain protease. Multiplex microsphere protease cleavage assay, flow cytometry. inhibition, % at 10 µM. 360,000 compounds, 0.22% hits. AID 588497; in the data active = inhibition above about 35%, passing the limit was not always enough; inconclusive = no clear call, values can overlap the other calls; also: plate controls were buffer without enzyme for full effect and enzyme alone for no effect
# PrPC TRFRET: cell surface PrPC inhibition, primary TR-FRET screen | inhibition, % at 13.8 µM | 370,000 compounds, 0.43% hits | TR-FRET read-out; in the data active = inhibition above about 24%; also: 0% = median of the test wells and 100% = reference compound wells
# MazEF act: MazEF (E. coli) toxin RNase activation. FAM/BHQ RNA-DNA oligo cleavage fluorescence, 5 h. activation, % at 20 µM. 350,000 compounds, 0.32% hits. AID 504720; in the data active = activation above about 50%
# Active calls of the source: *; ? = inconclusive; / = no result given; & = joins results of further samples. Rule as the data show it, unless noted: active = inhibition above about 30%; inconclusive = no clear call, values can overlap the other calls; inactive = below that. A portion of the library; count on the stated rates, not on these rows.
canonical_smiles	Anthrax LF prot	SSB-PriA inh	Rv3671c inh	VHR inh abs	BoNT A protease	SARS 3CLpro inh	CCHFV vOTU inh	BoNT F protease	PrPC TRFRET	MazEF act
O=C1N[C@@H](Cc2ccccc2)C(=O)N2[C@@H]1C[C@@]1(Br)c3ccccc3N(S(=O)(=O)c3ccccc3)[C@@H]21	-1	3	-5	/	-0.3	/	-2	2	14	-3
O=C(CCS(=O)(=O)c1ccccc1)N1CCN(c2ccc(F)cc2)CC1	0	-3	3	0	-1.5	13*	9	2	-6	-2
COCc1cc(/C=N\NC(=O)Cc2ccc(Cl)cc2)ccc1OC	0	/	-5	-2	0.5	0	26	-2	4	4
C/C(=N\NC(=O)CN(c1ccccc1)S(C)(=O)=O)c1ccccc1O	-5	/	5	5	0.1	-2	-11	-2	1	4
CN(C1CCCCC1)S(=O)(=O)c1ccc(-n2cnnn2)cc1	4	-9	-1	8	4.6	-3	0	-4	-2	4
C=CCOc1nc(N(C)C)nc(N(C)C)n1	-1	-2	0	0	-0.4	5	-1	-27	-2	0
FCCCOc1ccc(-c2ccnc(-c3ccccc3)n2)cc1	-2	-80	-2	3	-2.4	1	6	?	-2	0
COC(=O)c1cc(S(=O)(=O)NCC2CCN(Cc3ccc(C)cc3)CC2)cn1C	0	17	-7	12	-1.7	7	7	5	-10	10
COc1c(C(=O)NNC(=O)c2ccccc2Cl)csc1Br	1	-5	8	20	0.2	4	0	1	-4	3
Cc1ccc(CN2CCN(Cc3ccc(O)cc3)CC2CCO)o1 (centres undefined)	-4	13	-3	3	0.0	-1	-11	0	4	2
O=C(N/N=C1\CCCc2ccccc21)c1ccccc1Cl	4	/	5	14	-0.1	-3	-12	2	5	8
CCOC(=O)[C@@H]1[C@H]2COc3cc(OC)ccc3[C@H]2N2C(=O)N(c3ccc(Br)cc3)C(=O)[C@]12C	2	-9	-11	/	-0.3	/	-1	-6	-2	2
CCn1c(SCC(=O)N2CCCCCC2)nc2c(c1=O)SCC2	-7	-7	2	20	-1.4	1	27	-12	0	7
COc1cccc(/C=N/N2CCN(c3ccccc3OC)CC2)c1	-5	/	-2	-15	-3.7	-3	-5	-5	1	-3
CN1C(=O)[C@H]2[C@@H](/C=C/c3ccccc3)N3C(=O)CN(Cc4ccccn4)C(=O)[C@@]3(Cc3ccccc3)[C@H]2C1=O	6	0	-5	/	-0.1	/	-8	4	6	3
CCC1CCCCN1C(=O)CCCc1ccccc1 (centres undefined)	/	-8	3	5	/	-9	-7	/	12	-22
CCC1CN(C(=O)NCc2ccccc2)c2cc(C)ccc2O1 (centres undefined)	-9	-4	/	-2	-3.1	0	-8	-7	4	5
Cc1ccc2c(c1)c(CC(=O)Nc1ccc(C)c(F)c1)c(C(=O)O)n2C	2	15	-6	68	0.8	2	8	6	12	-4
COc1cccc(C(=O)Cn2c(Br)nc3c2c(=O)n(C)c(=O)n3C)c1	-4	-19	6	4	0.9	4	0	0	-6	4
Cc1cc(C)nc(NC(=O)c2cnc3sccn3c2=O)n1	-1	-9	4	11	-0.3	-4	8	-5	-4	5
CC(=O)Cn1cnc2c(cnn2-c2ccc(C)c(C)c2)c1=O	-21	-4	2	21	0.5	7	1	9	-1	1
COC(=O)C1=C(c2ccc(F)cc2OCc2ccccc2)C[C@@H]2CC[C@H]1N2C(=O)N1CCC(C)CC1	-2	-24	2	/	-0.2	/	/	-8	/	2
CS(=O)(=O)c1cccc(S(=O)(=O)N2CCCCCC2)c1	0	-7	4	18	-0.9	-3	1	-4	8	10
CCCC(C)NNC(=O)c1cc2ccccc2[nH]1 (centres undefined)	-2	-6	6	9	-0.7	-1	11	-13	3	7
O=C(NN1C(=O)C2C3c4ccccc4C(c4ccccc43)C2C1=O)c1ccc(Cl)cc1 (centres undefined)	0	-8	-4	18	0.1	-2	-8	0	-1	-8
O=C(c1ccco1)N1CCc2ccccc21	1	5	-2	20	-0.1	1	10	-6	6	1
C=CCSC1=NC(=O)/C(=C/c2cccs2)S1	2	15	0	1	-0.5	-6	4	-12	-8	-8
CCc1ccc(NC(=O)CCNS(=O)(=O)c2cccs2)cc1	-2	-12	-2	31	2.4	0	6	0	4	-3
CCOC(=O)/C(C#N)=C/c1ccc(OCC(=O)Nc2ccc(C)c(C)c2)c(OC)c1	1	-5	-7	-4	2.9	2	3	24	0	4
CCOC(=O)C1CCCN(S(=O)(=O)c2ccc(NC(C)=O)cc2)C1 (centres undefined)	-4	-3	4	12	0.0	3	-3	-1	10	3

# Taken from above, five compounds:
canonical_smiles	Anthrax LF prot	SSB-PriA inh	Rv3671c inh	VHR inh abs	BoNT A protease	SARS 3CLpro inh	CCHFV vOTU inh	BoNT F protease	PrPC TRFRET	MazEF act
CCC1CCCCN1C(=O)CCCc1ccccc1 (centres undefined)	/	-8	3	5	/	-9	-7	/	12	-22
CCC1CN(C(=O)NCc2ccccc2)c2cc(C)ccc2O1 (centres undefined)	-9	-4	/	-2	-3.1	0	-8	-7	4	5
Cc1ccc2c(c1)c(CC(=O)Nc1ccc(C)c(F)c1)c(C(=O)O)n2C	2	15	-6	68	0.8	2	8	6	12	-4
COc1cccc(C(=O)Cn2c(Br)nc3c2c(=O)n(C)c(=O)n3C)c1	-4	-19	6	4	0.9	4	0	0	-6	4
Cc1cc(C)nc(NC(=O)c2cnc3sccn3c2=O)n1	-1	-9	4	11	-0.3	-4	8	-5	-4	5

# Back to the main list; the two compounds before the break are reprinted first.
canonical_smiles	Anthrax LF prot	SSB-PriA inh	Rv3671c inh	VHR inh abs	BoNT A protease	SARS 3CLpro inh	CCHFV vOTU inh	BoNT F protease	PrPC TRFRET	MazEF act
CCOC(=O)/C(C#N)=C/c1ccc(OCC(=O)Nc2ccc(C)c(C)c2)c(OC)c1	1	-5	-7	-4	2.9	2	3	24	0	4
CCOC(=O)C1CCCN(S(=O)(=O)c2ccc(NC(C)=O)cc2)C1 (centres undefined)	-4	-3	4	12	0.0	3	-3	-1	10	3
C[C@H](NC(=O)c1[nH]cnc1C(=O)Nc1nccs1)c1ccccc1	-12	-5	-2	/	0.0	/	-4	-10	4	-9
COc1ccccc1OCCC(=O)O	-4	-5&-15	1	13	1.0	0	-2	2	2	12
O=C(Nc1c2c(nc3ccccc13)CCCC2)c1ccccc1F	-2	-1	-4	-4	-1.7	1	-8	-5	-7	-11
NC(=O)CC(NC(=O)c1cccc(Br)c1)c1ccc(NC2CCCCCCC2)c([N+](=O)[O-])c1 (centres undefined)	-4	14	-13	24	0.2	1	20	-3	-4	-2
CC(NC(=O)c1cc(-c2ccncc2)nc2ccc(Cl)cc12)C1CCCO1 (centres undefined)	-7	-4	0	5	-2.2	-3	9	-13	-12	4
O=C(Nc1nc2c(Cl)cccc2s1)c1ccc([N+](=O)[O-])o1	-16	-3	-4	19	-1.9	4	6	10	-2	-12
O=C(COC(=O)CC1Sc2ccccc2NC1=O)NCc1ccccc1 (centres undefined)	2	4	6	/	4.4	/	8	3	6	-11
CCOC(=O)CN1C(=O)C(O)(CC(=O)c2ccc3c(c2)CCCC3)c2ccccc21 (centres undefined)	0	-5	4	9	0.0	-1	10	-1	6	-9
O=C(CC1SC(=O)N(Cc2ccccc2)C1=O)Nc1nccs1 (centres undefined)	1	-18	-2	53*	1.6	3	16	5	5	9
COc1cc(C)c(C(=O)Oc2cc(C)c(C(=O)O)c(O)c2)c(O)c1	8	2	-4	3	-0.2	/	4	-12	-2	1
Cc1ccc(OC2=NS(=O)(=O)c3ccccc32)cc1	1	-3	6	2	-0.4	-1	3	1	15	-4
O=C(O)c1cc(-c2ccccc2)n(-c2ccc(Cl)cc2Cl)n1	-2	7	0	34	-0.5	2	5	-13	-1	1
C=CCC1(C(=O)NCCO)CCN(C(=O)OC(C)(C)C)CC1	-5	1	5	17	-0.8	-2	11	-5	-4	7
CC(=O)N1CCN(c2nc3cc4c(cc3nc2NS(=O)(=O)c2ccccc2)OCCO4)CC1	-3	12	6	16	0.1	-3	-11	-21	3	8
Cc1ccccc1NC(=O)C1CC(=O)n2ncnc2N1 (centres undefined)	-2	-19	2	21	0.3	2	-9	-7	3	-2
FC(F)(F)c1nnc2ccc(N3CCCC3)nn12	0	-2	6	16	0.1	5	2	-4	-4	1
Cc1ccccc1NC(=O)CSc1nnc(-c2ccccn2)o1	7	3	13	12	-0.3	2	0	5	-5	-13
Clc1ccc(-c2csc3ncnc(Cl)c23)cc1	-1	-7	-20	-1	-0.2	2	-14	-8	-4	8
CCOC(=O)CSc1ccc2nnc(-c3ccncc3)n2n1	-1	-12	-2	-3	-0.7	-2	3	-5	-6	3
Cc1c(OCC(=O)NCc2ccncc2)ccc2c3c(c(=O)oc12)CCC3	-3	-7	-6	43	-3.5	-1	-9	-4	-1	25
COc1ccccc1C(=O)N1CCN(C(=O)[C@H]2O[C@@H](n3ccc(N)nc3=O)[C@H](O)[C@@H]2O)CC1	-2	/	/	/	1.3	/	5	6	-2	/
CCOC(=O)N1CCC(NC(=O)CC2C(=O)NCCN2Cc2ccc(C)cc2)CC1 (centres undefined)	2	6	-1	2	-0.6	4	-4	-3	4	-8
CCOc1ccc(C(C)=O)cc1COC(=O)CNC(=O)C12CC3CC(CC(C3)C1)C2	5	-10	0	/	0.1	/	2	-4	10	-6
O=C(CSc1ncn[nH]1)NN(c1ccccc1)c1ccccc1	1	-9	0	-14	0.0	-2	6	-1	-7	1
Cc1cc(C(=O)Nc2ccc3[nH]ccc3c2)no1	-5	-19	9	6	-0.1	3	-5	-10	1	-1
C/C(=C\C(=O)c1ccc(Cl)cc1)Nc1ccc(Br)cc1	-2	/	-2	/	-0.8	2	1	-6	6	0
COc1cc(CO)cc(Br)c1OCc1cccnc1	3	-5	3	28	3.3	-5	1	17	6	-4
Cc1ccc(CC(=O)Nc2nccs2)cc1C	-1	-3	-4	58*	0.8	4	20	-8	8	-17
CCn1cc(C(=O)NCCN(CC(C)C)CC(C)C)c(=O)c2cc(S(=O)(=O)N3CCOCC3)ccc21	-1	-3	-7	11	0.7	3	12	3	-3	5
O=C(CCNC(=O)c1ccc(Br)cc1)Nc1cccc(S(=O)(=O)N2CCCCC2)c1	?	-6	-16	/	?	/	13	?	0	-1
CCc1ccc(C(O)c2ncc(-c3ccccc3C)[nH]2)cc1 (centres undefined)	-3	/	/	/	-0.1	/	20	4	-4	/
Cc1ccc(O)c(C2=NOC(O)(C(F)(F)F)C2)c1 (centres undefined)	-6	-16	-13	5	-0.3	5	-4	-4	2	9
Cc1ccc(F)cc1NC(=O)c1cccc2nccnc12	0	-4	3	-2	-0.1	-2	-8	6	6	-6
CCc1ccccc1NC(=O)CC(=O)Nc1ccccc1CC	15	3	4	22	2.6	1	6	21	0	-3
O=C(NCc1ccco1)C1CCCN(c2ncnc3c2nc2n3CCCCC2)C1 (centres undefined)	-1	-4	-5	-2	1.2	-4	1	-4	4	-9
CCC(C)N(CCNC(=O)CC1Oc2ccccc2NC1=O)C1CCCCC1 (centres undefined)	2	-4	0	17	0.1	-8	4	4	-6	13
Cc1nonc1NC(=O)CSc1nc2ccccc2o1	-9	-6	1	33	-2.0	-5	2	-3	1	10
Clc1ccc(-c2noc(/C=C/c3ccccc3)n2)cc1	5	-12	1	27	-0.3	-3	6	-2	6	-2
Cn1nc(C(=O)NCc2ccco2)c2ccccc2c1=O	-1	3	-2	4	0.3	-1	-20	0	6	2
O=C(NN(c1ccccc1)c1ccccc1)c1ccccc1F	-8	1	-2	22	-2.0	-2	11	-17	8	17
COc1ccc(-c2csc3ncn(-c4ccccc4OC)c(=O)c23)cc1OC	-1	-2	-2	8	0.6	5	0	0	-14	13
COCCNC(=S)N/N=C1\CC(C)CC(C)(C)C1 (centres undefined)	-7	/	11	17	-1.0	-3	0	-4	3	3
